Rab9 promoter act = qHTS Assay for Rab9 Promoter Activators; Huh7 Rab9 promoter-luciferase reporter, luminescence, 24 h; Potency, µM (series often up to 9.22 µM), for inactives: top-dose activation, negative = inhibition, most hits filed as activators; 320,000 tested, 2.8% active; AID 485297, 2010; note: potency is the fitted concentration of half-maximal effect; % of control where 0% means no effect; nearly all actives have a fitted effect of over 60% in size
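Huh7 reporter line, Rab9 promoter upstream of luciferase. Compound exposure 24 h at 37 °C in reduced-serum medium with 10% FBS. Read-out: luminescence.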
NPC1 prom act = qHTS Assay for NPC1 Promoter Activators | 320,000 tested, 2.4% active | Huh7 NPC1 promoter luciferase reporter, 24 h | AID 485313, 2010 | Potency, µM (doses to about 9.22 µM), for the others: at the highest dose activation, hits mostly activators;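 note: potency is the fitted concentration of half-maximal effect; % of control where 0% means no effect; nearly all actives have a fitted effect of over 60% in size; reporter is driven by a mutant NPC1 promoter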
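Quantitative HTS used a cell-based reporter: Huh7 cells stably bearing the NPC1 promoter upstream of luciferase were treated with compounds for 24 h, and promoter activation was read as luminescence.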
ELG1 genotox = qHTS screen for small molecules that induce genotoxicity in human embryonic kidney (HEK293T) cells expressing luciferase-tagged ELG1 | HEK293T ELG1-luciferase reporter, luminescence, 16 h | Potency, µM (doses to about 46 µM), inactives show top-dose activity change, positive = activation, hits mostly activators | 330,000 tested, 1.3% active | AID 504466, 2011; note: potency is the fitted concentration of half-maximal effect; % of control where 0% means no effect; nearly all actives have a fitted effect of over 60% in size
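Genotoxicity was scored as increased ELG1-luciferase reporter signal, measured by ONE-Glo luminescence (30 min, room temperature). Compound or vehicle exposure of the HEK293T reporter cells lasted 16 hr at 37°C.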
uPA surface inh = qHTS for Inhibitors of Cell Surface uPA Generation; 330,000 tested, 0.31% active; Potency, µM (doses to about 38.3 µM), for inactives: top-dose activity change, negative = inhibition, usual class: inhibitors; cell surface uPA generation assay, qHTS; AID 540303, 2011; active = well fitted inhibition curve with a large enough effect; inconclusive = small, poorly fitted or top-dose-only effect; inactive = no such curve, though single readings can be large or run the other way; tested in mouse RAW 264.7 cells; note: potency is the fitted concentration of half-maximal effect; % is set by controls: 0 for no effect and ±100 for the full control effect; nearly all actives have a fitted effect of over 55% in size
Gal4-VP16 FLuc = VP16 counterscreen qHTS for inhibitors of ROR gamma transcriptional activity; Potency, µM (series often up to 53.6 µM), for the others: top-dose activity, negative = inhibition, most hits filed as inhibitors; Drosophila S2 Gal4-VP16 UAS-luciferase, luminescence, 20 h; 310,000 tested, 3.5% active; AID 2546, 2010;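 note: Gal4-VP16 expression switched on by copper sulfate through the metallothionein promoter; potency is the fitted concentration of half-maximal effect; % is set by controls: 0 for no effect and ±100 for the full control effect; nearly all actives have a fitted effect of over 50% in size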
KCNH2 3.1 block = qHTS for Inhibitors of KCHN2 3.1: Mutant qHTS | 340,000 tested, 0.95% active | AID 720553, 2013 | activity change, % (tested at about 1.8 µM) | U2OS KCNH2 3.1, thallium flux FluxOr; stronger effect = lower value | Potassium voltage-gated channel subfamily H member 2, brain isoform KCNH2 3.1 (human);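 active = maximum activity change below -70%; inconclusive = maximum activity change from -70% to -50%; inactive = maximum activity change above -50%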;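 note: thallium influx rate constant from kinetic fluorescence after stimulation buffer; % is set by controls: 0 for no effect and ±100 for the full control effect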
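FluxOr-based Tl+ influx in U2OS cells transduced with KCNH2 3.1 virus; rate constants normalized to DMSO controls.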
Tb PFK inh = qHTS Assay to Find Inhibitors of T. brucei phosphofructokinase; ATP-dependent 6-phosphofructokinase (Trypanosoma brucei brucei), O15648; T. brucei PFK, ADP-Glo luminescence; Potency, µM (highest dose often 57.5 µM), for inactives: at the highest dose activity, negative = inhibition, most hits filed as inhibitors; 330,000 tested, 0.17% active;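 note: potency is the fitted concentration of half-maximal effect; 0% = uninhibited 1x PFK enzyme wells and -100% = no-enzyme wells; nearly all actives have a fitted effect of over 60% in size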
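Activity is normalized to no-enzyme wells (full inhibition) and 1.25 nM enzyme wells (no inhibition). Reaction: 0.5 mM F6P, 0.1 mM ATP, 45 min RT, ADP-Glo luminescence; concentration-response curves fitted and classed by quality.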
RORg inh = qHTS for inhibitors of ROR gamma transcriptional activity | Drosophila S2 Gal4-RORgamma UAS-luciferase reporter, 20 h | Nuclear receptor ROR-gamma (Mus musculus), P51450 | 310,000 tested, 5.4% active | Potency, µM (highest dose often 53.6 µM), without a hit: top-dose activity change, negative = inhibition, hits mostly inhibitors | AID 2551, 2010; note: potency is the fitted concentration of half-maximal effect; % is set by controls: 0 for no effect and ±100 for the full control effect; nearly all actives have a fitted effect of over 60% in size
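Using a luciferase readout, inhibitors were identified by reduced reporter activity in Drosophila cells coexpressing a copper-inducible Gal4–ROR gamma fusion and UAS-driven Photinus luciferase, incubated 20 hr after 700 uM copper sulfate.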
Giardia kill = Small Molecules that selectively kill Giardia lamblia: qHTS | activity change, % at 7.66 µM, hits read low | Giardia lamblia trophozoite viability | 340,000 tested, 0.15% active; in the data active = activity change below about -80%; inconclusive = between about -30% and that limit;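 note: parasites exposed to compound for two days anaerobically before the ATP read; % is set by controls: 0 for no effect and ±100 for the full control effect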
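Anaerobic 48 hrs incubation at 37 deg C of 100 trophozoites/well with test compounds; ATPLite 1-Step luminescence, 15-30 min RT, reports cellular ATP as viability.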
FLuc counter = qHTS profiling assay for firefly luciferase inhibitor/activator using purifed enzyme and Km concentrations of substrates (counterscreen for miR-21 project); Luciferin 4-monooxygenase (Photinus pyralis), P08659; purified FLuc, Km substrates, luminescence inhibition; Potency, µM (series often up to 57.5 µM), inactives show top-dose activity change, negative = inhibition, actives largely listed as inhibitors; 360,000 tested, 6.9% active;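 note: potency is the fitted concentration of half-maximal effect; plate controls were vehicle for no effect and reference inhibitor for full effect; nearly all actives have a fitted effect of over 55% in size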
Target sequence (P08659 whole entry, looked up): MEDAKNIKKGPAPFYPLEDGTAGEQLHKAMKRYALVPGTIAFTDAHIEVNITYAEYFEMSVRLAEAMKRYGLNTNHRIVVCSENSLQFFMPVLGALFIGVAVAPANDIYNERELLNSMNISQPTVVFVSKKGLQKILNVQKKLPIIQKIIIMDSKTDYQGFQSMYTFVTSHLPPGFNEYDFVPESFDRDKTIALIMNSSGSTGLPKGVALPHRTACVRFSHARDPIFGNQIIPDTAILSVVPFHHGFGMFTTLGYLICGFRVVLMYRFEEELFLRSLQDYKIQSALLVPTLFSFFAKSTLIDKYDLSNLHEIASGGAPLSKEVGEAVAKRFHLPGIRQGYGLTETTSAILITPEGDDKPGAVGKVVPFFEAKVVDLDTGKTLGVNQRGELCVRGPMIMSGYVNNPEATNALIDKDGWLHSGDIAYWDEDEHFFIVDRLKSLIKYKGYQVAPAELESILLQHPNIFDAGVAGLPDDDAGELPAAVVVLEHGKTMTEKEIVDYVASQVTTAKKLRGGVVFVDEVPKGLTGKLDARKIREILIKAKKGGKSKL
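Purified P. pyralis luciferase (10nM final) with 10uM D-luciferin and 10uM ATP (Km levels) in 50mM Tris acetate pH 7.5, 10mM Mg acetate, 0.01% Tween-20, 0.05% BSA; qHTS 6-point titration, ~60 µM downward; luminescence read.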
Coupling enz = qHTS Assay for Inhibitors of Fructose-1,6-bisphosphate Aldolase from Giardia Lamblia: Coupling assay counterscreen; coupling enzyme system counterscreen, AmpLite Red fluorescence; activity change, negative = inhibition, % at 58.2 µM, hits read low; 290,000 tested, 0.67% active; AID 2472, 2010; in the data active = activity change below about -30%; note: % is set by controls: 0 for no effect and ±100 for the full control effect
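Compounds tested against the coupling enzymes alone at 57.5 uM final; readout was AmpLite Red fluorescence (525/598 nm) after 20 min at RT.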
Numbers without * were called inactive; ? = inconclusive; · = no result given; [ ] = another dose, or the depositor's remark. Unless noted, calls come from the whole dose curve; as a rule, active = well fitted curve in the direction sought with a large enough effect; inconclusive = small, poorly fitted or top-dose-only effect, or another doubt; inactive = no such curve, though single readings can be large; an effect the other way counts as inactive or inconclusive.

SMILES | Rab9 promoter act | NPC1 prom act | ELG1 genotox | uPA surface inh | Gal4-VP16 FLuc | KCNH2 3.1 block | Tb PFK inh | RORg inh | Giardia kill | FLuc counter | Coupling enz
Cc1ccc(F)c(NC(=S)Nc2cccc3ccccc23)c1 | 3% | -4% | -9% | · | ? | · | -2% | 11µM* | · | -1% | 3
C=CCSc1nc2sc(C)c(C)c2c(=O)n1N | 0% | -2% | 4% | 2% | 3% | -17 | -2% | 31% | -8 | -1% | 1
O=C(CN1CCN(c2ccccc2O)CC1)NC(=O)NCc1ccco1 | -8% | 0% | -1% | 9% | -7% | 8 | 0% | -4% | 2 | 9% | 0
Cc1cc(NC(=O)c2ccc(Cl)cc2)c(C(C)C)cc1O | 5% | 6% | -3% | -3% | -12% | -6 | 0% | ? | 6 | ? | 1
CCCCSc1[nH]c(=O)c(C(=O)OCC)cc1C#N | -2% | -2% | 1% | 1% | -1% | -5 | -28% | 27% | 8 | 3% | 18
FC(F)(F)c1ccc2c(c1)C1C=CCC1C(c1ccncc1)N2 (stereo not given) | -5% | 7% | -5% | 5% | -2% | -8 | -4% | -4% | -13 | -17% | -11
CCOC(=O)Cc1csc(NC(=O)c2ccncc2)n1 | -3% | 0% | -6% | -2% | -10% | 2 | 6% | 15% | 6 | -3% | 1
CCC(CC)C(=O)Nc1cccc(C(=O)NCCc2ccccc2)c1 | 4% | 15% | 16% | -7% | 29% | 9 | 1% | ? | 20 | ? | 2
CSc1nnc(-c2ccc(S(=O)(=O)N3CCCCC3)cc2)o1 | 0% | -3% | 2% | -1% | 27% | 6 | 2% | -12% | 12 | 5% | 1
O=C1/C(=C/c2cccc(F)c2)SC(=S)N1NS(=O)(=O)c1ccccc1 | 0% | -1% | 1% | 0% | -6% | 6 | 21% | -6% | 4 | -14% | 8
COc1ccccc1NC(=O)c1ccc(NC(=O)CNC(=O)c2ccc(OC)c(OC)c2)cc1 | 0% | -2% | -2% | 4% | -11% | 1 | -4% | -7% | 7 | -5% | 0
COc1ccccc1NC(=O)c1ccc2nc(C)sc2c1 | ? | 4µM* | 7% | 1% | -15% | 0 | 1% | -2% | 6 | ? | -4
O=C1CCC(C(=O)OCc2cc(Cl)ccc2OC(F)F)N1 (stereo not given) | 2% | 1% | 1% | 2% | 6% | 0 | -4% | -10% | 13 | 0% | 2
CCOC(=O)c1c(C)[nH]c(C(=O)OCC(=O)Nc2sc(C(=O)N(C)C)c(C)c2C(=O)OCC)c1C | -2% | -5% | -37%[inhibitor] | 3% | · | -1 | -1% | · | 13 | 4% | ·
CCOc1ccc2[nH]c(C)c(CN3CCN(C)CC3)c(=O)c2c1 | -1% | 1% | 0% | 1% | 7% | -17 | -7% | -33% | -8 | 0% | 4
COc1cc(S(=O)(=O)N2CCN(C(=O)c3ccco3)CC2)c(OC)cc1C | -5% | -3% | 0% | 11% | · | -5 | 0% | · | -10 | 0% | 2
O=C(NCCc1ccccc1)C1CCN(S(=O)(=O)c2ccc(Br)s2)CC1 | -5% | 1% | -2% | 4% | 3% | -3 | 0% | ? | -10 | 0% | 2
CC(=O)C1C(=O)c2c(cccc2[N+](=O)[O-])C1=Nc1ccccc1C (stereo not given) | 21% | 20% | ? | · | 15% | · | 9% | 6% | · | ? | 1
CN(C(=O)CSc1nnc(-c2ccc(F)cc2)c2ccccc12)C1CCS(=O)(=O)C1 (stereo not given) | -2% | -2% | -4% | -6% | 3% | 21 | -1% | -24% | -2 | 1% | 2
CCc1cc(=O)oc2c(C)c(OCC(=O)NCC3CCC(C(=O)O)CC3)ccc12 (stereo not given) | -3% | -3% | 3% | -5% | 8% | -2 | 2% | -8% | -14 | 2% | 2

Some of the entries above, set out differently.
SMILES,Rab9 promoter act,NPC1 prom act,ELG1 genotox,uPA surface inh,Gal4-VP16 FLuc,KCNH2 3.1 block,Tb PFK inh,RORg inh,Giardia kill,FLuc counter,Coupling enz
Cc1cc(NC(=O)c2ccc(Cl)cc2)c(C(C)C)cc1O,5%,6%,-3%,-3%,-12%,-6,0%,?,6,?,1
CCCCSc1[nH]c(=O)c(C(=O)OCC)cc1C#N,-2%,-2%,1%,1%,-1%,-5,-28%,27%,8,3%,18
FC(F)(F)c1ccc2c(c1)C1C=CCC1C(c1ccncc1)N2 (stereo not given),-5%,7%,-5%,5%,-2%,-8,-4%,-4%,-13,-17%,-11
CCOC(=O)Cc1csc(NC(=O)c2ccncc2)n1,-3%,0%,-6%,-2%,-10%,2,6%,15%,6,-3%,1
CCC(CC)C(=O)Nc1cccc(C(=O)NCCc2ccccc2)c1,4%,15%,16%,-7%,29%,9,1%,?,20,?,2
CSc1nnc(-c2ccc(S(=O)(=O)N3CCCCC3)cc2)o1,0%,-3%,2%,-1%,27%,6,2%,-12%,12,5%,1
O=C1/C(=C/c2cccc(F)c2)SC(=S)N1NS(=O)(=O)c1ccccc1,0%,-1%,1%,0%,-6%,6,21%,-6%,4,-14%,8
COc1ccccc1NC(=O)c1ccc(NC(=O)CNC(=O)c2ccc(OC)c(OC)c2)cc1,0%,-2%,-2%,4%,-11%,1,-4%,-7%,7,-5%,0
COc1ccccc1NC(=O)c1ccc2nc(C)sc2c1,?,4µM*,7%,1%,-15%,0,1%,-2%,6,?,-4
O=C1CCC(C(=O)OCc2cc(Cl)ccc2OC(F)F)N1 (stereo not given),2%,1%,1%,2%,6%,0,-4%,-10%,13,0%,2
CCOC(=O)c1c(C)[nH]c(C(=O)OCC(=O)Nc2sc(C(=O)N(C)C)c(C)c2C(=O)OCC)c1C,-2%,-5%,-37%[inhibitor],3%,·,-1,-1%,·,13,4%,·

Source: PubChem BioAssay (National Center for Advancing Translational Sciences (NCATS))
